TDP-43 yeast inh – rescues yeast growth from TDP-43 toxicity. TDP-43 expressing yeast growth rescue, BacTiter-Glo, 24 h. Potency, µM (highest dose often 46.1 µM), for the others: at the highest dose growth rescue (activation), most hits filed as activators. hit rate 1.8% among 410,000. AID 652104; further: % of control where 0% means no effect; nearly all actives have a fitted effect of over 50% in size
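Luminescence from BacTiter-Glo reports growth of TDP-43-expressing yeast after 24 hr at 30 deg C with compound. Cells were raffinose-pregrown to mid-log, then seeded in galactose medium at OD600=0.02.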
HT1080 IDH1KD tx – toxicity to HT-1080 IDH1 knockdown cells (counter line); HT-1080 IDH1 knockdown viability, ATP luminescence, 48 h; Potency, µM (highest dose often 46.1 µM), for the others: top-dose activity, negative = toxicity, actives largely listed as cytotoxic; hit rate 2% among 360,000; AID 686971;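 further: 0% = DMSO wells and -100% = cell-free medium wells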
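Cytotoxicity counter-line: IDH1KD HT-1080, 48 h, CellTiter-Glo. Curves classed by r2, magnitude and activity.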
GLP1R ag – agonists of human GLP-1 receptor; P43220; HEK293 GLP-1R CRE-luciferase, luminescence, 4-6 h; cells express a hypersensitive GLP-1R form; Potency, µM (top dose mostly 45.6 µM), for inactives: at the highest dose activation, actives largely listed as activators; hit rate 0.007% among 380,000; AID 624172; further: % of control where 0% means no effect
Target sequence (P43220 whole entry, looked up): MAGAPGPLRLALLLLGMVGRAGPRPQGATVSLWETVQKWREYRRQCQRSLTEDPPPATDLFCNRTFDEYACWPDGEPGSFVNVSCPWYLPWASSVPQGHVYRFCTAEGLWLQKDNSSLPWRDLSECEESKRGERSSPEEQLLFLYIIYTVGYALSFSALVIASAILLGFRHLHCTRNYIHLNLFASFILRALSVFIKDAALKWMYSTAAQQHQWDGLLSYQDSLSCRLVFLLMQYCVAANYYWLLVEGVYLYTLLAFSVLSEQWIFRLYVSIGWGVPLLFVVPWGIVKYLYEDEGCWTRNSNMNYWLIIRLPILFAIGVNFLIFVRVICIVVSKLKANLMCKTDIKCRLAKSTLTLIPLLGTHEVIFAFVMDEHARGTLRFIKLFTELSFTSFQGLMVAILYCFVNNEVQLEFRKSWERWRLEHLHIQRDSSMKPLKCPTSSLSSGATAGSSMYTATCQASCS
GLP1R inv ag – acts as inverse agonist at human GLP-1 receptor | P43220 | HEK293 GLP-1R CRE-luciferase, luminescence, 24 h; GLP-1R form is constitutively active | Potency, µM (series often up to 38.3 µM), for the others: top-dose activity change, negative = inhibition, usual class: inhibitors | hit rate 1.6% among 410,000 | AID 624417; further: on the % scale 0 is the no-effect control and ±100 the full control effect; nearly all actives have a fitted effect of over 55% in size
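HEK293 cells stably co-expressing constitutively active GLP-1R and a cAMP-responsive luciferase reporter were seeded in DMEM with 10% Nu serum, given compounds after 12 h, and incubated 24 h at 37 deg C. Luminescence was then read.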
HEK293 tox – cytotoxicity counter-screen for GLP-1 receptor inverse agonists; HEK293 cAMP-luciferase reporter cells, luminescence, 24 h; Potency, µM (titrated, usually from 38.3 µM), for the others: at the top dose activity change, negative = inhibition, actives largely listed as inhibitors; hit rate 0.13% among 410,000; AID 624418;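 further: loss of luciferase light is scored as toxicity; on the % scale 0 is the no-effect control and ±100 the full control effect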
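Compound-treated cells are incubated 24 hr at 37 deg C under 5% CO2 after a 12 hour attachment period, then luciferase detection reagent is added and luminescence is measured following 12 min at room temperature; lowered signal indicates toxicity.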
HT1080NT lethal – kills 2HG-producing HT-1080-NT fibrosarcoma cells; HT-1080-NT fibrosarcoma viability, CellTiter-Glo ATP luminescence, 48 h; Potency, µM (titrated, usually from 46.1 µM), for the others: at the top dose activity, negative = less viability, usual class: cytotoxic; hit rate 1.6% among 360,000;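 further: NT is the 2HG producing partner of a matched IDH1 knockdown line; 0% = DMSO-treated cells and -100% = media-only wells without cells; nearly all actives have a fitted effect of over 55% in size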
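A 48-hour cytotoxicity screen used HT-1080-NT cells plated 2 hours before compound delivery. ATP-based CellTiter-Glo luminescence measured viability, normalized to DMSO and no-cell controls.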
KB-3-1 tox – KB-3-1 parental cell cytotoxicity. Potency, µM (titrated, usually from 46.1 µM), inactives show at the top dose activity change, negative = cytotoxic, most hits filed as cytotoxic. AID 1347075. hit rate 1.4% among 400,000. KB-3-1 viability, CellTiter-Glo ATP luminescence, 72 h; further: on the % scale 0 is the no-effect control and ±100 the full control effect; nearly all actives have a fitted effect of over 60% in size
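Viability of parental KB-3-1 cells, measured by CellTiter-Glo luminescence, followed a 72 h incubation at 37 °C with pinned compounds in phenol-red-free DMEM containing 10% FBS.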
SW480 rereplic – DNA re-replication induction in SW480 cells. SW480 DNA re-replication, Hoechst DNA content imaging, 48 h. Potency, µM (top dose mostly 46.1 µM), inactives show at the top dose re-replication activation, hits mostly activators. hit rate 1.8% among 340,000. AID 624297; further: % of control where 0% means no effect; nearly all actives have a fitted effect of over 55% in size
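First, 250 cells per well were seeded. Next, compound or vehicle (23 nL) was pinned in, plates sat 48 hr at 37 C. Finally Hoechst was added for 40 min before fluorescence scanning.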
KB-V1 cytotox – kills drug-selected multidrug resistant KB-V1 cells; KB-V1 MDR cells viability, CellTiter-Glo, 72 h; Potency, µM (doses to about 46.1 µM), for the others: top-dose activity change, negative = cytotoxicity, actives largely listed as cytotoxic; hit rate 3.4% among 400,000; AID 1347076; further: on the % scale 0 is the no-effect control and ±100 the full control effect; nearly all actives have a fitted effect of over 60% in size
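Luminescent ATP read-out (CellTiter-Glo, 10 min) measures survival of drug-selected KB-V1 MDR cells after 72 h, 37 degrees C compound exposure. Medium: phenol-red-free DMEM, 10% FBS. Values from fitted concentration-response curves.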
Starred values were filed as active, the others as inactive; u = inconclusive; x = not tested or not shown; [ ] = remark or other dose. The call rests on the fitted dose curve; in most records, active means well fitted curve in the direction sought with a large enough effect; inconclusive means small, poorly fitted or top-dose-only effect, or another doubt; inactive means no such curve, though single readings can be large; an effect the other way counts as inactive or inconclusive. Potency means the concentration at half of the fitted maximal effect.

nr	mol	TDP-43 yeast inh	HT1080 IDH1KD tx	GLP1R ag	GLP1R inv ag	HEK293 tox
1	Cc1ccc(C)c(NC(=O)COC(=O)CCc2ccc(S(=O)(=O)N3CCOCC3)cc2)c1	-19%[9.22 µM]	5%	0%	-1%	8%
2	CCOc1ccc(NC(=O)COC(=O)C23CC4CC(CC(C4)C2)C3)c([N+](=O)[O-])c1	6%	-3%	0%	0%	-1%
3	CN1C[C@@H]2[C@@H]3C(=O)N(Cc4ccccc4)C(=O)[C@@H]3[C@](C)(C1=O)N2C(=O)c1ccccc1	11%	10%	-1%	-7%	10%
4	c1ccc2c(C3OCC4(CCCC4)CO3)cccc2c1	13%	-4%	25%	u	15%
5	NC(=O)C1(N2CCCCC2)CCN(S(=O)(=O)c2ccc(Cl)s2)CC1	-9%	11%	-1%	-29%	1%
6	COc1cccc(NC(=O)COC(=O)c2ccc(S(=O)(=O)NCc3ccco3)cc2)c1	-11%	-1%	-3%	0%	2%
7	CC1(C(=O)NS(=O)(=O)c2ccccc2Cl)CCN1C(=O)C1CCCCC1 (stereo not given)	25%	17%	-2%	33%[activator]	-4%
8	Cc1nc2ccc(S(=O)(=O)N(C)CC(=O)Nc3ccccc3F)cc2s1	-10%	-1%	-6%	9%	13%

nr	HT1080NT lethal	KB-3-1 tox	SW480 rereplic	KB-V1 cytotox
1	-5%	5%	-4%	6%
2	1%	-9%	u	-23%
3	22%	18%	-5%	-2%
4	-5%	-4%	x	-2%
5	11%	-2%	-3%	-4%
6	-2%	-6%	-2%	0%
7	13%	0%	x	4%
8	-1%	-1%	6%	-16%

The list continues.
nr	mol	TDP-43 yeast inh	HT1080 IDH1KD tx	GLP1R ag	GLP1R inv ag	HEK293 tox
9	CC(C)(C)NC(=O)CN(C(=O)CCC(=O)Nc1nccs1)c1ccc(F)cc1	1%	3%	-2%	9%	-1%
10	O=C(Nc1ccccc1F)c1oc2ccccc2c1NC(=O)C1CC1	-8%	11%	8%	14%	0%
11	O=C(OCC(=O)N1CCOCC1)c1ccc(Br)cc1	-12%	0%	10%	22%	1%
12	Cc1ccc(S(=O)(=O)N(CC(=O)NCCSc2ccccn2)c2ccc(C)c(C)c2)cc1	24%	-11%	17%	u	3%
13	O=C(CN1CCN(S(=O)(=O)N2CCCCC2)CC1)Nc1cc(Cl)cc(Cl)c1	22%	-15%	16%	u	8%
14	C[C@H](O)[C@@H]1C(=O)N2CCc3ccc(-c4ccccc4)cc3[C@@H]2C[C@@H]1N(C)C(=O)c1cccnc1	0%	5%	0%	28%	3%
15	Cc1ccc(C(=O)N/N=C\c2cccs2)cn1	-17%	0%	0%	-20%	u
16	CN(C)CCOC(=O)NCC12CC3CC(CC(C3)C1)C2	-15%	-3%	17%	u	-7%

nr	HT1080NT lethal	KB-3-1 tox	SW480 rereplic	KB-V1 cytotox
9	0%	2%	-35%[inhibitor]	-4%
10	17%	6%	u	u
11	13%	11%	-8%	u
12	-11%	7%	2%	4%
13	-6%	-14%	-1%	u
14	-1%	0%	x	-13%
15	20%	-3%	-9%	0%
16	-2%	3%	-1%	17%

A draw from above in order of molecular weight, largest number first:
nr	mol	TDP-43 yeast inh	HT1080 IDH1KD tx	GLP1R ag	GLP1R inv ag	HEK293 tox
1	Cc1ccc(C)c(NC(=O)COC(=O)CCc2ccc(S(=O)(=O)N3CCOCC3)cc2)c1	-19%[9.22 µM]	5%	0%	-1%	8%
6	COc1cccc(NC(=O)COC(=O)c2ccc(S(=O)(=O)NCc3ccco3)cc2)c1	-11%	-1%	-3%	0%	2%
13	O=C(CN1CCN(S(=O)(=O)N2CCCCC2)CC1)Nc1cc(Cl)cc(Cl)c1	22%	-15%	16%	u	8%
3	CN1C[C@@H]2[C@@H]3C(=O)N(Cc4ccccc4)C(=O)[C@@H]3[C@](C)(C1=O)N2C(=O)c1ccccc1	11%	10%	-1%	-7%	10%
9	CC(C)(C)NC(=O)CN(C(=O)CCC(=O)Nc1nccs1)c1ccc(F)cc1	1%	3%	-2%	9%	-1%
2	CCOc1ccc(NC(=O)COC(=O)C23CC4CC(CC(C4)C2)C3)c([N+](=O)[O-])c1	6%	-3%	0%	0%	-1%
8	Cc1nc2ccc(S(=O)(=O)N(C)CC(=O)Nc3ccccc3F)cc2s1	-10%	-1%	-6%	9%	13%
10	O=C(Nc1ccccc1F)c1oc2ccccc2c1NC(=O)C1CC1	-8%	11%	8%	14%	0%
11	O=C(OCC(=O)N1CCOCC1)c1ccc(Br)cc1	-12%	0%	10%	22%	1%
4	c1ccc2c(C3OCC4(CCCC4)CO3)cccc2c1	13%	-4%	25%	u	15%

nr	HT1080NT lethal	KB-3-1 tox	SW480 rereplic	KB-V1 cytotox
1	-5%	5%	-4%	6%
6	-2%	-6%	-2%	0%
13	-6%	-14%	-1%	u
3	22%	18%	-5%	-2%
9	0%	2%	-35%[inhibitor]	-4%
2	1%	-9%	u	-23%
8	-1%	-1%	6%	-16%
10	17%	6%	u	u
11	13%	11%	-8%	u
4	-5%	-4%	x	-2%

nr	mol	TDP-43 yeast inh	HT1080 IDH1KD tx	GLP1R ag	GLP1R inv ag	HEK293 tox
15	Cc1ccc(C(=O)N/N=C\c2cccs2)cn1	-17%	0%	0%	-20%	u

nr	HT1080NT lethal	KB-3-1 tox	SW480 rereplic	KB-V1 cytotox
15	20%	-3%	-9%	0%

Continuation:
nr	mol	TDP-43 yeast inh	HT1080 IDH1KD tx	GLP1R ag	GLP1R inv ag	HEK293 tox
17	O=C(NNS(=O)(=O)c1ccc2ccccc2c1)c1cccs1	-18%	-1%	-1%	-23%	-10%
18	Cc1c(NC(=O)OCCNC(=O)COc2ccc(Cl)cc2Cl)sc(=S)n1C	-1%	-10%	2%	u	5%
19	O=C1C=C(c2cccnc2)CCC1	8%	12%	-1%	12%	2%
20	O=C(COc1ccccc1)NC1CCSc2ccccc21 (stereo not given)	u	-5%	11%	u	-1%
21	Cc1onc(-c2ccccc2Cl)c1C(=O)N(Cc1ccc(N(C)C)cc1)C(C)C	20%	3%	14%	u	8%
22	O=C(CN1C(=O)COc2ccccc21)NCCN1CCOCC1	-11%	16%	7%	0%	12%
23	CC(=O)N1CCCc2cc(S(=O)(=O)N3CCCC(C(=O)Nc4ccc(C)c(C)c4)C3)ccc21 (stereo not given)	-5%	x	x	6%	1%
24	CC1(C)N([O-])C(c2cccs2)=C[N+]1=O	12%	7%	-14%	-10%	6%

nr	HT1080NT lethal	KB-3-1 tox	SW480 rereplic	KB-V1 cytotox
17	1%	2%	-3%	0%
18	-11%	u	5%	-24%
19	14%	16%	7%	10%
20	-1%	1%	-89%	0%
21	4%	-13%	-15%	-30%
22	7%	2%	3%	-2%
23	x	6%	x	4%
24	27%	-1%	-8%	4%

Later entries
nr	mol	TDP-43 yeast inh	HT1080 IDH1KD tx	GLP1R ag	GLP1R inv ag	HEK293 tox
25	Cc1cc(COc2ccccc2OCCN2CCN(C)CC2)no1	0%	-1%	7%	-1%	10%
26	COc1ccc(-n2c(C)cc(C(=O)COC(=O)c3cc(OC)c(OC)cc3NC(=O)c3cccs3)c2C)cc1	-16%	14%	12%	32%[activator]	12%
27	O=C(NN1C(=O)C2C3CCC(O3)C2C1=O)c1ccc(Cl)cc1 (stereo not given)	0%	17%	2%	2%	14%
28	CC(=O)c1cccc(OCC(O)CN2CCN(S(=O)(=O)c3c(F)cccc3F)CC2)c1 (stereo not given)	12%	9%	1%	-11%	-7%
29	COc1ccc(NC(=O)c2ccc(-c3ccccc3C(F)(F)F)o2)cc1	13µM*	-15%	15%	u	13%
30	O=C(CSc1nnnn1-c1cccnc1)Nc1ccc(F)cc1F	-11%	0%	0%	-13%	7%
31	CSc1ccccc1C(=O)OCC(=O)NC1CCCCCCC1	16%	5%	3%	-21%	4%
32	Cc1ccccc1N=C1SCC(=O)N1Cc1ccccc1	u	3%	0%	-33%	-1%

nr	HT1080NT lethal	KB-3-1 tox	SW480 rereplic	KB-V1 cytotox
25	1%	-1%	-1%	0%
26	25%	-1%	8%	-4%
27	5%	6%	1%	0%
28	-1%	-13%	21%	-23%
29	-5%	10%	-12%	-1%
30	-7%	15%	9%	0%
31	2%	1%	x	-11%
32	9%	-14%	-7%	u

Following part:
nr	mol	TDP-43 yeast inh	HT1080 IDH1KD tx	GLP1R ag	GLP1R inv ag	HEK293 tox
33	COc1ccc(NC(=O)COc2coc(CN3CCc4ccccc43)cc2=O)cc1	25%	0%	-14%	14%	3%
34	COCC(C)n1c(C)cc(C(=O)CSc2ccc(NC(C)=O)cc2)c1C (stereo not given)	12%	5%	-5%	-22%	11%
35	COc1cc(=O)[nH]c(=O)n1C(=O)Cc1ccccc1	14%	10%	-11%	40%[activator]	-1%
36	COc1cc(OC)cc(C(=O)N[C@H](C(=O)OCC(=O)Nc2ccc(F)c(F)c2F)C(C)C)c1	-21%	15%	0%	-3%[0.307 µM]	2%[0.307 µM]
37	COc1cccc(C(=O)NCC(c2ccc(N(C)C)cc2)N2CCOCC2)c1OC (stereo not given)	2%	x	x	12%	-4%
38	c1cnc(N2CC[N+]3(CCCC3)CC2)nc1	5%	1%	4%	2%	-9%
39	COc1ccc(C2C(C#N)=C(N)Oc3c2oc(CO)cc3=O)c(OC)c1OC (stereo not given)	-8%	0%	6%	-6%	0%
40	COc1ccc(/C=C/CN2CCCC(C(=O)c3ccc(OC)c(F)c3)C2)cc1 (stereo not given)	-9%	-19%	9%	u	3%
41	CC1(C)C/C(=N\O)c2cc3c(nc2C1)CCCC3	-1%	2%	-10%	-5%	-11%
42	Cc1cccn2c(=O)c(C(=O)NC(C)c3ccccc3)c(O)nc12 (stereo not given)	-50%[inhibitor]	x	x	u	-24%

nr	HT1080NT lethal	KB-3-1 tox	SW480 rereplic	KB-V1 cytotox
33	8%	5%	-2%	21%
34	-1%	0%	-5%	-16%
35	10%	0%	0%[9.22 µM]	-18%
36	7%	-1%	-5%	u
37	x	0%	x	-5%
38	5%	3%	0%	0%
39	-2%	1%	2%	-4%
40	-15%	u	1%	u
41	4%	8%	-2%	12%
42	x	-27%	x	u

Compound activity: PubChem BioAssay, National Center for Advancing Translational Sciences (NCATS)
